# RAM inhibit = inhibitors of the yeast RAM network, primary screen, dse1pr::URA3 reporter, 5-FOA selection; 190,000 tested, 1.8% active; S. cerevisiae dse1pr::URA3 reporter, 5-FOA growth OD615, 2 d; analog-sensitive cbk1-as2 kinase mutant strain; inhibition, % at 50 µM;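 active = inhibition above a set limit, 3 SD over mean compound inhibition, cut at about 8.4% in these data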;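 also: 0% = DMSO-only wells with no growth and 100% = 10 µM 1-NA-PP1 full growth; inhibition rescues growth on 5-FOA so higher OD means more RAM inhibition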
# Diaph inh CS = diaphorase inhibitors and chemical oxidizers, primary screen, counter-screen for diaphorase-coupled primary assays, biochemical, uHTS, resorufin fluorescence; diaphorase resazurin-to-resorufin fluorescence, NADH, 16 min; bacterial (C. kluyveri) enzyme, not human; inhibition, % at 20 µM; 190,000 tested, 0.69% active; AID 1217, 2008;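 active = primary screen inhibition at 20 µM above a set limit, cut at about 50% in these data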;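 also: plate controls were DMSO with full reaction for no effect and wells lacking NADH for full effect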
#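 Assay system – diaphorase enzyme from Clostridium kluyveri · Amount – diaphorase 0.14 U/mL (working solution) · Times – reaction incubation of 16 min at room temperature · Controls – No-NADH positive control and DMSO neutral control · Signal – resorufin fluorescence 544/590 nm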
# Hsp70 activator = Hsp70 transcriptional activators, primary screen, cell-based, HeLa, Hsp70 promoter luciferase, luminescence, 10 µM. AID 1203, 2008. activation, % at 10 µM. 200,000 tested, 0.04% active. HeLa Hsp70 promoter luciferase reporter; scaled: vehicle 0, proteasome-inhibitor control 100%;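 active = activation above the mean across all tested compounds plus 3 SD, cutoff set per campaign, cut at about 5.5% in these data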;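 also: 100% = MG132 at 30 µM as the positive control and 0% = DMSO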
# TLR4 MyD88 comp = inhibitors of TLR4-MyD88 association in cells, primary screen, cell-based, HeLa CL3-4, BLA complementation, FRET ratio; HeLa CL3-4 TLR4/MyD88 BLA complementation; inhibition, % at 8.4 µM; 200,000 tested, 0.18% active; in the data active = inhibition above about 25%;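 also: 0% = vehicle and 100% = reference inhibitor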
# Target sequence (O00206 whole entry, looked up): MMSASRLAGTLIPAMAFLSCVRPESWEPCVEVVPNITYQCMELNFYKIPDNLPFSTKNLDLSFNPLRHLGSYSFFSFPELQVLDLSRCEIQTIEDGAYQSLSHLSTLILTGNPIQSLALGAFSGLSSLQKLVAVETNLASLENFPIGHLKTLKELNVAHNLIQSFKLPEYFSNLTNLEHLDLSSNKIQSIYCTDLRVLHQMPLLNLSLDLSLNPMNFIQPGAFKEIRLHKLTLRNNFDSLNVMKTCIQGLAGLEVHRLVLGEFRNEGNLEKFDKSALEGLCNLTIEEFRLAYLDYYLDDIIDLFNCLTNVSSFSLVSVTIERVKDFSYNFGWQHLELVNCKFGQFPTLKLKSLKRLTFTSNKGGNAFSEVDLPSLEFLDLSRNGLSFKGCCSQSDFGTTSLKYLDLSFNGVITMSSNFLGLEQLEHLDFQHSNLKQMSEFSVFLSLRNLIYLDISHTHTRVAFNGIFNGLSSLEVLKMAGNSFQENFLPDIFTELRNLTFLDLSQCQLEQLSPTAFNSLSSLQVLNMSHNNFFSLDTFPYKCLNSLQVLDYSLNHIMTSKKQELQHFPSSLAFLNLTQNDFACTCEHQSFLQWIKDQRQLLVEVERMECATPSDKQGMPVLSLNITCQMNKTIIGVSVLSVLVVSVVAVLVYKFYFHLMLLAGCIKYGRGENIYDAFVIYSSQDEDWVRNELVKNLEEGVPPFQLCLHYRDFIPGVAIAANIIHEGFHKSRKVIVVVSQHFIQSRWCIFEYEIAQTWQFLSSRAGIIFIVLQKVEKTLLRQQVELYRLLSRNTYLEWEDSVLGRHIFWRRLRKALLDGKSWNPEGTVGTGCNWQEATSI
# Target sequence (Q99836 whole entry, looked up): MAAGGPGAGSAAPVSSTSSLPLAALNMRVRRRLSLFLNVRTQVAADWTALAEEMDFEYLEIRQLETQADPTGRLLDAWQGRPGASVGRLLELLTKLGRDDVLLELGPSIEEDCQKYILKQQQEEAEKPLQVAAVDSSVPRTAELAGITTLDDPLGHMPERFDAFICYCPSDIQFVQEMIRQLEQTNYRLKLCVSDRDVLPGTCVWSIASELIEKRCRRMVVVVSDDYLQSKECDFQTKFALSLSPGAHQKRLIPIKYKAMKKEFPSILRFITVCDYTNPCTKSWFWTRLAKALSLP
# PMI act satM6P = human PMI activators, high substrate, primary screen, biochemical, fluorescence intensity, near-saturating mannose 6-phosphate; coupled PMI enzyme assay, resazurin fluorescence, 20 min; hits give high values; 1 = untreated enzyme, 0 = substrate-free blank; 190,000 tested, 0.34% active; Mannose-6-phosphate isomerase (Homo sapiens), P34949; activation factor at 20 µM;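 active = activation factor of 2 or more at 20 µM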
#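 Test system – human PMI in coupled enzyme assay · Timing – 20 min incubation at room temperature · Detection – Diaphorase-driven resazurin-to-resorufin fluorescence, excitation 544, emission 590 nm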
# PMI act = activators of human PMI, primary screen, biochemical, fluorescence intensity, near-Km mannose 6-phosphate. 190,000 tested, 0.005% active. activation factor at 20 µM. purified human PMI, coupled resazurin fluorescence, 20 min; hits give high values; 1 = vehicle control, 0 substrate-free wells;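 active = activation factor of 2 or more at 20 µM, relative to plate controls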
# Lmaj promast = Leishmania major promastigote growth inhibition, primary screen. Leishmania major promastigotes, resazurin fluorescence viability. inhibition, % at 10 µM. 200,000 tested, 9% active. AID 1063, 2008;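 also: promastigotes grown with compound for 44 hours at 28 °C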
# G6PDH CS = L. mesenteroides G6PDH inhibitors, counter-screen for G6PDH-coupled screening assays, biochemical, Leuconostoc mesenteroides enzyme; Purified L. mesenteroides G6PDH, diaphorase/resazurin coupled fluorescence, 45 min; 200,000 tested, 0.12% active; inhibition, % at 5 µM; glucose-6-phosphate dehydrogenase [Leuconostoc mesenteroides]
# DTT redox prof = compounds producing H2O2 with reducing agent – biochemical, NIH compound library profiling, artefact control for MLSCN library redox annotation, primary screen; DTT-dependent redox cycling H2O2, phenol red/HRP absorbance; 100% = 100 µM peroxide control, 0% = buffer; 200,000 tested, 0.03% active; activation, % at 10 µM; AID 878, 2007;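 active = activation of at least 50% relative to the plate's high and low controls in the primary single-dose screen; inactive = activation below 50%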;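 also: compound incubated with DTT at 0.8 mM final as the reducing agent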
# Diaphorase act = compounds boosting diaphorase resazurin reduction – biochemical, uHTS, resorufin fluorescence, counter-screen for diaphorase-coupled primary assays, primary screen | Diaphorase/resazurin coupled assay, 16 min; hits give high values; 1 = vehicle wells, 0 = NADH-free wells | activation factor at 20 µM | 190,000 tested, 0.005% active | AID 1229, 2008;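 active = diaphorase activity raised at least twofold by the compound at 20 µM; inactive = activation factor below 2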
#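 test system = bacterial diaphorase enzyme (C. kluyveri) | quantity = enzyme 0.07 U/mL final | reagent = NADH substrate 0.114 mM plus resazurin dye 0.1 mM, final | incubation = 16 min enzyme reaction, ambient temperature | buffer or medium = HEPES pH 7.4 buffer with MgCl2 and Tween 20 | signal = fluorescence of resorufin, 544 nm excitation, 590 nm emission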
# S1P3 antag = S1P3 receptor antagonists, primary screen, cell-based | 170,000 tested, 0.27% active | AID 485, 2006 | inhibition, % at 4.98 µM | Sphingosine 1-phosphate receptor 3 (Homo sapiens), Q99500 | CHO S1P3 NFAT-BLA reporter, FRET fluorescence, antagonist mode;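 active = inhibition above the plate cutoff, the mean inhibition of test wells on that plate plus 3 SD, cut at about 28% in these data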;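 also: cells challenged with S1P at its EC80 of 0.8 µM; blue over green emission ratio from cleaved BLA substrate after 4 h stimulation; 0% = S1P-stimulated wells and 100% = unstimulated DMSO-only wells; some compounds past the cut are filed as inactive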
# Numbers without * were called inactive; · = no result given. Rule as the data show it, unless noted: active = inhibition above about 50%; inactive = the rest.
# Each structure is followed by: RAM inhibit, Diaph inh CS, Hsp70 activator, TLR4 MyD88 comp, PMI act satM6P, PMI act, Lmaj promast, G6PDH CS, DTT redox prof, Diaphorase act, S1P3 antag
COCc1c(C#N)c(NCCc2ccccc2)nc(C)c1[N+](=O)[O-]
→ 1.5, 13, -0.1, -1, 1, 0.9, -3, 23, 0.0, 0.9, 10
CNC(=S)N(CCc1c(C)[nH]c2ccc(OC)cc12)Cc1cccnc1
→ 1.6, 14, 0.3, -8, 0.7, 0.8, 33, 14, 0.1, 0.9, 5
C=CCOc1ccc(C2N3CC4(CC)CN2CC(CC)(C3)C4=O)cc1 (stereo unspecified)
→ 0.4, 15, -0.1, 9, 1, 1, -5, 0, -2.6, 0.9, 11
COc1ccc(CCN(C)c2ccc(S(=O)(=O)N3CCCC3)cn2)cc1OC
→ -0.9, 12, -0.4, 11, 0.9, 0.9, 38, 2, -1.6, 0.9, -1
CCOC(=O)c1c2n(c3ccc(OC(C)=O)cc13)CCC2
→ 1.0, 4, 0.1, -11, 1.1, 1, -5, -1, -0.5, 1, ·
Cc1ccc(-c2csc(NC(=O)CSc3nnc4c(n3)[nH]c3ccccc34)n2)cc1
→ 5.1, 11, -0.3, -4, 1, 1.1, 3, -1, -0.1, 0.9, 3
CCOc1ccc(-c2cn(CCC#N)cn2)cc1
→ 1.7, 6, -0.4, -4, 1, 1.1, -9, 0, 0.2, 0.9, 15
Cc1nn(CC2CC2)c(=O)n1-c1ccc(C(C)C)cc1
→ 2.1, 13, 0.0, 4, 1, 1, -3, 3, 0.1, 0.9, 11
CCCN(CCC)Cc1c(C(=O)OCC)nnn1-c1nonc1N
→ 0.7, 9, 0.0, 2, 1, 1, 3, 4, 0.1, 0.9, 36
O=C(NCCc1ccc2c(c1)OCO2)C1CCN(S(=O)(=O)c2ccc(Cl)cc2)CC1
→ 3.6, 13, -0.1, -8, 1, 1, 2, -4, 0.7, 0.9, 12
Cn1cc(Cl)c(C(=O)Nc2nc3ccc(Cl)cc3s2)n1
→ 0.3, 6, 0.2, 1, 1, 1, 10, -3, -3.3, 0.9, ·
Cc1nn(CC(=O)Nc2ccc3c(c2)nc(CCN2CCCCC2)n3C)c(=O)c2ccccc12
→ -0.7, 16, -0.2, -8, 0.9, 0.9, 3, 1, -0.9, 0.8, ·
CCOc1ccc2c(c1)/C(=N/N1C(=O)c3ccccc3C1=O)C(=O)N2
→ 5.4, -15, -0.6, 4, 1.1, 1.1, -13, 6, -0.1, 1.2, -16
CC(CCc1ccccc1)NCc1ccncc1 (stereo unspecified)
→ 1.6, 8, -0.3, 8, 1, 1, 89*, -1, 1.6, 0.9, -1
CSc1nnc2c(n1)OC(C1CC=C(C)CC1)Nc1ccccc1-2 (stereo unspecified)
→ ·, 11, ·, ·, 1, 1.1, ·, 8, ·, 0.9, 45
COc1ccc2c(=O)c(N3C(=O)c4ccccc4C3=O)c(C)oc2c1
→ ·, 17, -0.5, 7, 0.9, 0.9, -3, 4, -0.2, 0.8, -9
COc1ccc(NC(=O)c2nc(-n3nc(C)cc3C)ccc2Cl)cc1Cl
→ 3.6, 0, -0.1, -1, 0.9, 1, -5, -10, -0.4, 1, 0
O=C(N/C=C/c1ccco1)NCc1ccccc1
→ 0.1, 7, -0.1, -8, 1.5, 1.6, -5, 4, 0.2, 0.9, -9
Cc1ccc(N(CC(=O)NC2CCCC2)C(=O)c2c(C)noc2C)cc1C
→ 0.5, 11, -0.4, -2, 0.9, 0.9, -5, 1, 3.8, 0.9, ·
CCOC(=O)C1CCN(C(=O)c2ccc(CNS(=O)(=O)c3ccc(C)cc3)cc2)CC1
→ 0.1, 4, -0.1, 10, 1, 1.1, 6, 3, -1.3, 1, -8
Cc1cc(N2CCN(C)CC2)nc2ccc(NC(=S)NCCN3CCc4ccccc4C3)cc12
→ 0.4, -29, -0.1, 13, 1, 1.1, 100*, 3, -2.2, 1.3, -9
Cn1c(SCC(=O)NC(C)(C)C)nnc1-c1cnccn1
→ 2.9, 7, -0.3, 9, 1, 1, -3, 0, 1.6, 0.9, ·
CC(C(=O)NC(=O)NCc1ccccc1)N1C(=O)c2ccccc2C1=O (stereo unspecified)
→ -0.1, 18, 0.1, -11, 0.8, 0.9, 1, -5, 1.1, 0.8, ·
CCS(=O)(=O)C(=C1NCCO1)S(=O)(=O)CC
→ 0.4, 14, -0.2, 5, 0.9, 0.9, -6, -14, 3.3, 0.9, -5
C=CCn1c(=S)[nH]c2scc(-c3ccc(C)o3)c2c1=O
→ 5.2, 20, -0.3, -12, 1, 1.1, 0, -3, -0.4, 0.8, -17
C=CCOn1c(C)c(C(C)=O)c2c3nonc3ccc21
→ 2.1, 47, 0.3, 18, 0.5, 0.6, 7, 18, 1.4, 0.5, ·
COc1ccc(S(=O)(=O)N2CCN(C)CC2)cc1C
→ 0.0, 23, -0.2, 13, 0.9, 1, -5, 0, -1.3, 0.8, 56*
O=C(Cc1ccc(F)cc1)N(c1ccccc1)C1C=CS(=O)(=O)C1 (stereo unspecified)
→ 1.2, 6, -0.2, -8, 1, 1, -3, -1, -1.3, 0.9, -21
O=C(COc1ccccc1)Nc1ccc(S(=O)(=O)N2CCOCC2)cc1
→ 0.1, 4, -0.1, -6, 1, 1, -4, 4, 3.5, 1, 17
COc1cc(C(=O)NCCc2ccc3c(c2)OCCO3)ccc1OCC(=O)N1CCOCC1
→ 1.8, 11, -0.1, 0, 1, 0.9, 8, 8, 0.1, 0.9, ·
CN1CC(=O)N(C)c2ncn(Cc3ccccc3)c2C1=O
→ 2.5, -1, -0.2, -1, 1, 0.9, -7, 24, 0.1, 1, -38
COc1ccc(CCNC(=O)CSc2nnc3ccc(-c4ccncc4)nn23)cc1
→ 1.7, 5, -0.2, 14, 1, 1, -2, 5, -1.5, 0.9, -13
O=Cc1cn(-c2ccccc2)nc1-c1cc2c(ccc3ccccc32)oc1=O
→ 2.9, 5, 0.2, -6, 1, 1, -5, -3, 0.7, 0.9, ·
CCC(C)n1c(-c2cccs2)nc2nc3ccccc3nc21 (stereo unspecified)
→ 0.7, 26, -0.2, -9, 0.8, 0.8, 67*, 8, -0.2, 0.7, -15
O=C1CC(c2ccco2)Cc2nc(N3CCN(Cc4ccc5c(c4)OCO5)CC3)ncc21 (stereo unspecified)
→ 2.4, -3, 0.6, -1, 1, 1, 75*, 7, -0.2, 1, -1
Cc1ccnc(NC(=O)c2ccccc2[N+](=O)[O-])c1
→ 1.3, 6, -0.3, 9, 1, 1, 3, 0, -4.4, 0.9, ·
O=C(Cn1cnc2c(cnn2-c2ccc(F)cc2)c1=O)NCCc1ccccc1
→ 4.0, -8, 0.1, -5, 1.1, 1.1, -9, 4, 0.5, 1.1, -6
O=C(Cn1ncc2c1-c1ccccc1OC2)Nc1ccc(S(=O)(=O)N2CCCCC2)cc1
→ 4.8, 33, -0.3, 4, 0.8, 0.9, 32, 1, -0.1, 0.7, 1
CCOC(=O)c1[nH]c(C)c(C(=O)NCc2ccc(Cl)cc2)c1C
→ 3.0, 7, 0.0, 8, 1, 0.9, -8, 0, -1.9, 0.9, 13
Nc1c(C(O)(C(F)(F)F)C(F)(F)F)cc(C(O)(C(F)(F)F)C(F)(F)F)c2ccccc12
→ 2.4, 37, -0.3, -3, 0.8, 0.8, 100*, 0, 1.6, 0.6, ·
CSc1ncccc1C(=O)Nc1nc2ccc(S(C)(=O)=O)cc2s1
→ 6.2, 17, -0.1, -8, 1, 1.2, 5, 3, -0.2, 0.8, -2
Clc1ccc(-c2nnsc2SCc2ccccc2)cc1
→ 1.5, 16, -0.1, -2, 0.9, 0.9, -6, -8, 2.5, 0.8, ·
O=C(CC1Nc2cccc3cccc(c23)NC1=O)Nc1ccc(F)cc1 (stereo unspecified)
→ 0.8, 37, 0.1, 2, 0.5, 0.9, 20, 13, -0.2, 0.6, -31
COc1cc(S(=O)(=O)N2CCOCC2)ccc1N
→ 1.4, -6, 0.3, 16, 1.1, 1.1, -4, -2, -0.8, 1.1, -13
CCN1C(=O)c2cccc3c(NC(=O)c4ccc(S(=O)(=O)N(C)C)cc4)ccc1c23
→ 0.2, 14, 0.0, -3, 0.9, 0.8, 28, -33, -0.8, 0.9, -11
Cc1ncc(S(=O)(=O)c2ccccc2)c(-c2ccccc2)n1
→ 0.5, 0, 0.3, -3, 1, 1.1, -3, 10, 0.0, 1, ·
Cc1ccc(NC(=O)c2cc(S(=O)(=O)N3CCCCC3)ccc2N2CCOCC2)cc1F
→ 4.5, 11, -0.3, -2, 0.9, 0.9, 10, -2, 0.1, 0.9, ·
Cc1nc2ccccn2c1/C(O)=C1\C(=O)C(=O)N(CCN(C)C)C1c1cccnc1 (stereo unspecified)
→ 2.9, 11, -0.4, -8, 1, 1, -8, 6, 0.4, 0.9, -1
O=C(Nc1nnc(C2CC2)s1)C1CCCCN1S(=O)(=O)c1ccccc1 (stereo unspecified)
→ 1.6, 2, -0.3, -9, 1, 1.1, 6, -2, -0.5, 1, -3
C=CCn1c(NCc2c[nH]c3ccccc23)nc2ccccc21
→ 0.0, 3, -0.3, 10, 0.9, 0.9, 22, 5, -0.1, 1, ·
CCCCN(CCCC)Cc1ccc(C(=O)NNC(=O)Nc2ccc(Cl)cc2)o1
→ 0.1, -2, -0.1, -4, 1.1, 1.1, 14, 1, 0.8, 1, 2
Cc1csc(NC(=O)c2cc3c(C)nn(Cc4ccccc4Cl)c3s2)n1
→ 2.2, 16, -0.3, 6, 0.9, 0.9, 96*, 1, -0.5, 0.8, 8
COc1ccccc1C1=NC(c2ccc(F)cc2)N=C1C (stereo unspecified)
→ -0.5, -14, 0.0, -8, 1.1, 1.1, 9, 5, -0.2, 1.1, 13

# Copied from the list:
# In PMI act satM6P, Clc1ccc(-c2nnsc2SCc2ccccc2)cc1 is listed with 0.9
# In Diaphorase act, Cc1ccc(NC(=O)c2cc(S(=O)(=O)N3CCCCC3)ccc2N2CCOCC2)cc1F is listed with 0.9
